PrPC surface inh: inhibitors of human cell surface prion protein PrPC. P04156. TR-FRET read-out. inhibition, % at 13.8 µM. 370,000 tested, 0.43% active. AID 720596; in the data active means inhibition above about 24%; further: 0% = median of the test wells and 100% = reference compound wells
SARS 3CLpro inh: SARS-CoV 3CLpro protease inhibition; AID 1706; recombinant SARS-CoV 3CLpro, quenched FRET peptide cleavage; 290,000 tested, 0.14% active; inhibition, % at 6 µM; in the data active means inhibition above about 12%
CCHFV vOTU inh: CCHFV vOTU protease inhibition | Pep-AMC fluorescence | inhibition, % at 11.5 µM | 370,000 tested, 0.55% active | AID 651958; in the data active means inhibition above about 30%; further: 0% = vehicle wells with enzyme and 100% = no enzyme wells
Y pestis TopoI: blocks Yersinia pestis topoisomerase I activity; Y. pestis Topo-I cleavage product accumulation, plate reader; activity, % at 10 µM; 360,000 tested, 0.064% active; AID 504884; in the data active means activity above about 50%, passing the limit was not always enough; further: inactives centre near 2
Rv3671c protease: Rv3671c (M. tuberculosis) protease inhibition. P9WHR9. inhibition, % at 5.96 µM. 320,000 tested, 0.048% active; in the data active means inhibition above about 38%;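 further: extracellular domain of Rv3671c used as enzyme; 0% = enzyme with DMSO and 100% = no enzyme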
MazEF act: increases E. coli MazEF RNase cleavage of RNA; 350,000 tested, 0.32% active; AID 504720; activation, % at 20 µM; FAM/BHQ RNA-DNA oligo cleavage fluorescence, 5 h; in the data active means activation above about 50%
TcdB GH inh: TcdB glycohydrolase inhibition. P18177. TcdB glycohydrolase enzymatic assay, plate reader. inhibition, % at 9.99 µM. 350,000 tested, 0.24% active. AID 652162; in the data active means inhibition above about 10%
Target sequence (P18177 whole entry, looked up): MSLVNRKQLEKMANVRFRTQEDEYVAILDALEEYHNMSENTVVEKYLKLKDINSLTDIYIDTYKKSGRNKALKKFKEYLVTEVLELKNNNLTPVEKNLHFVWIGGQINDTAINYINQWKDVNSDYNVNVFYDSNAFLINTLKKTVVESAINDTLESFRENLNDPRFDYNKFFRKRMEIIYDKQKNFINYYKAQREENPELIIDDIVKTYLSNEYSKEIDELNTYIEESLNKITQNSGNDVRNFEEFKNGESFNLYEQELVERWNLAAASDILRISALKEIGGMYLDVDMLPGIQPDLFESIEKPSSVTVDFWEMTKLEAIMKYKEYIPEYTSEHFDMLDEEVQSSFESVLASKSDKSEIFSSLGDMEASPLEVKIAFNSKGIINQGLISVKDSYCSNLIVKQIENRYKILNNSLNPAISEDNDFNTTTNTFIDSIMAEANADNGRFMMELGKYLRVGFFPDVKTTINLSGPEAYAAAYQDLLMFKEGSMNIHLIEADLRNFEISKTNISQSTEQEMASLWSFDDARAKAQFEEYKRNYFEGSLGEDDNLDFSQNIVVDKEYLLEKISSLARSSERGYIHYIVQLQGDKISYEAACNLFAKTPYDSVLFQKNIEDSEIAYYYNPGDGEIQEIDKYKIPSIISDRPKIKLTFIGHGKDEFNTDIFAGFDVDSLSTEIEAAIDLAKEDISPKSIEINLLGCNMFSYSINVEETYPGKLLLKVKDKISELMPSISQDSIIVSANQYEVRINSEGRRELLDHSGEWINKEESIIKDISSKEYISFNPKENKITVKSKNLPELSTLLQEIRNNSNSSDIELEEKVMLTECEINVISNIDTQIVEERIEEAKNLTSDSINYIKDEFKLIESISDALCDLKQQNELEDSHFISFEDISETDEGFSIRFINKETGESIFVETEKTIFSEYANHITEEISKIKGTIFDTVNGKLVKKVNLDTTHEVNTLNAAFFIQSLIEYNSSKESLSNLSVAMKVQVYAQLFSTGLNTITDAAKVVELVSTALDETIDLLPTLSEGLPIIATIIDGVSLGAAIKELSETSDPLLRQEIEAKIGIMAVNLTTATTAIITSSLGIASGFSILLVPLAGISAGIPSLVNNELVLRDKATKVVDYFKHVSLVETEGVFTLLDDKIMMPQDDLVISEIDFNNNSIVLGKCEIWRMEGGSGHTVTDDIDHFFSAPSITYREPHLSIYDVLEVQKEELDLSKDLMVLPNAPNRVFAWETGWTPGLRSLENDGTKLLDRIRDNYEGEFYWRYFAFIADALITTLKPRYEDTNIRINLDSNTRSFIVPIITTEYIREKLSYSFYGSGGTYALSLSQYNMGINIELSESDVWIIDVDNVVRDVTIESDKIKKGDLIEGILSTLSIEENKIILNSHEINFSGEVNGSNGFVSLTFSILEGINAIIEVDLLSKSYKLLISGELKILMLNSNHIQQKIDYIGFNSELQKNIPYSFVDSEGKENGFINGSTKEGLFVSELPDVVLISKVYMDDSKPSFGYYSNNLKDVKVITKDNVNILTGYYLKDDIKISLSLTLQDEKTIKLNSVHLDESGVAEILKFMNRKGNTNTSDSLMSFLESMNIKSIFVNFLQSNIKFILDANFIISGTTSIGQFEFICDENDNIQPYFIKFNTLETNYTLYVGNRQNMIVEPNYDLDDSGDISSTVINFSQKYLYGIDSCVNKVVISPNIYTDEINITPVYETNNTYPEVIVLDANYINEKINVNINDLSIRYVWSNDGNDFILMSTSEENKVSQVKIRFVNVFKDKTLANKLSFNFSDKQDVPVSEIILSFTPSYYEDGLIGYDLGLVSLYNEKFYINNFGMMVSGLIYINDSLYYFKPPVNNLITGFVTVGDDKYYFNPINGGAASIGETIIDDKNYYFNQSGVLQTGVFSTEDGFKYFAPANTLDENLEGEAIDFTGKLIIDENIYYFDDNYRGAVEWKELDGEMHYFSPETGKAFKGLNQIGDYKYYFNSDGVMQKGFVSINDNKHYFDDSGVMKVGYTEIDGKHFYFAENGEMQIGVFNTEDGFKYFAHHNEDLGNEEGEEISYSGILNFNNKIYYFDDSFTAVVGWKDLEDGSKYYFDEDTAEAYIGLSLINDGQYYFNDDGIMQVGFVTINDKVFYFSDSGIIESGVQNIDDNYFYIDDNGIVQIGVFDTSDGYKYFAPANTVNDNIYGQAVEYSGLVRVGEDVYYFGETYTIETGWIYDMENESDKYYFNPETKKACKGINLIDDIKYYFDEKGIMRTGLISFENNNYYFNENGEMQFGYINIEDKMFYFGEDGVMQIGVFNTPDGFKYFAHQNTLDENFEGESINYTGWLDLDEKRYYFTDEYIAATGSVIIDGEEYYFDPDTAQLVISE
VHR inh abs: inhibitors of human VHR1 phosphatase (DUSP3); P51452; recombinant VHR phosphatase, pNPP absorbance; inhibition, % at 13.3 µM; 290,000 tested, 0.52% active; AID 1654; in the data active means inhibition above about 50%; further: some compounds called inactive have numbers as strong as hits
Vc quorum ag: induces V. cholerae light production without autoinducers; V. cholerae BH1578 lux reporter, luminescence, 6 h; activation, % at 18.7 µM; 350,000 tested, 0.16% active; AID 588436; in the data active means activation mostly above about 9.7%, no sharp cut-off; further: not every result past the cut was called active; inactives centre near 0; reference of the scale not given here
PriA SSB inh: inhibitors of Klebsiella pneumoniae PriA binding to SSB C-terminal tail; 430,000 tested, 0.6% active; inhibition, % at 33 µM; AID 1272365; AlphaScreen SSBct-PriA binding, biotinylated peptide; in the data active means inhibition mostly above about 37%, no sharp cut-off; inactive means mostly below about 20%;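 further: plate controls were negative control peptide for no effect and reference peptide for full effect; strong numbers were not always called active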
Active calls of the source: *; i = inactive; . = no result given; & = joins results of further samples. These rows are one share of the data; rates above refer to the full screens.

A first look, seven compounds:
Below each SMILES – PrPC surface inh, SARS 3CLpro inh, CCHFV vOTU inh, Y pestis TopoI, Rv3671c protease, MazEF act, TcdB GH inh, VHR inh abs, Vc quorum ag, PriA SSB inh
O=C1C2C3C=CC(C4CC34)C2C(=O)N1/N=C/c1c[nH]c2ccccc12 (stereo unspecified)
  3, 0, -10, -2, 3, 7, 0.8, -6, -0.1, .
COc1ccc(-c2ccc(Nc3ccc(C(=O)N4CCOCC4)cc3)nn2)cc1OC
  6, 0, -2, 14, 5, 1, ., 27, i, 15
CCn1cc(C(=O)NCCc2ccc(Cl)cc2)c(=O)c2cc(S(=O)(=O)N(C)C)ccc21
  -2, 2, -13, -2, ., 13, 0.5, -41, i, -1
COc1ccc(/C=C/C(=O)NCCN=C2NS(=O)(=O)c3ccccc32)cc1
  3, 1, -4, -1, 5, 22, 0.9, 29, -1.8, -13
O=C(C1=C[C@@H](C2CCCCC2)C[C@@H](OCCCCO)O1)N1CCN(Cc2ccc3c(c2)OCO3)CC1
  0, -6, 7, 0, -3, 7, 2.6&0.2, 30, i, 17
CC(C)CCNC(=O)C(c1ccncc1)N(C(=O)Cn1nnc(-c2ccc(F)cc2)n1)c1ccccc1F (stereo unspecified)
  8, 1, 9, 5, 0, 3, -1.8, 26, i, -16
COc1ccc(C2CC(=O)CC(=O)C2n2cncn2)cc1 (stereo unspecified)
  -1, 0, -4, 0, 3, 7, ., 3, i, -8

The whole of this part, repeating the preview:
Below each SMILES – PrPC surface inh, SARS 3CLpro inh, CCHFV vOTU inh, Y pestis TopoI, Rv3671c protease, MazEF act, TcdB GH inh, VHR inh abs, Vc quorum ag, PriA SSB inh
O=C1C2C3C=CC(C4CC34)C2C(=O)N1/N=C/c1c[nH]c2ccccc12 (stereo unspecified)
  3, 0, -10, -2, 3, 7, 0.8, -6, -0.1, .
COc1ccc(-c2ccc(Nc3ccc(C(=O)N4CCOCC4)cc3)nn2)cc1OC
  6, 0, -2, 14, 5, 1, ., 27, i, 15
CCn1cc(C(=O)NCCc2ccc(Cl)cc2)c(=O)c2cc(S(=O)(=O)N(C)C)ccc21
  -2, 2, -13, -2, ., 13, 0.5, -41, i, -1
COc1ccc(/C=C/C(=O)NCCN=C2NS(=O)(=O)c3ccccc32)cc1
  3, 1, -4, -1, 5, 22, 0.9, 29, -1.8, -13
O=C(C1=C[C@@H](C2CCCCC2)C[C@@H](OCCCCO)O1)N1CCN(Cc2ccc3c(c2)OCO3)CC1
  0, -6, 7, 0, -3, 7, 2.6&0.2, 30, i, 17
CC(C)CCNC(=O)C(c1ccncc1)N(C(=O)Cn1nnc(-c2ccc(F)cc2)n1)c1ccccc1F (stereo unspecified)
  8, 1, 9, 5, 0, 3, -1.8, 26, i, -16
COc1ccc(C2CC(=O)CC(=O)C2n2cncn2)cc1 (stereo unspecified)
  -1, 0, -4, 0, 3, 7, ., 3, i, -8
Cc1ccc(Sc2ncccc2C(=O)NC2CCCCCC2)cc1C
  8, 3, 5, 11, 0, -5, ., 8, i, -12
O=C(Nc1ccc2[nH]c(=O)[nH]c2c1)c1cccc([N+](=O)[O-])c1
  1, -3, -2, 1, -1, 4, -0.7, 0, i, -12
CC(C)OC(=O)NS(=O)(=O)c1cccc([N+](=O)[O-])c1
  -14, -6, 12, 3, 7, 1, 0.0, 4, -0.3, -6
Cc1ccc2nsnc2c1S(=O)(=O)N1CCOCC1
  -29, -4, -10, -6, 0, -2, ., -8, -0.2, -12
COc1ccc(OC)c(S(=O)(=O)N2c3ccccc3CC2C)c1 (stereo unspecified)
  5, 2, -12, 13, -1, 1, 1.9, 6, -0.4, -12
O=S(=O)(c1ccc(Br)cc1)c1nc(-c2ccco2)oc1NCC1CCCO1 (stereo unspecified)
  7, 2, -16, -8, -5, -8, ., 4, i, -6
CCCOc1ccc(/C(O)=C2/C(=O)C(=O)N(CCN(C)C)C2c2ccco2)cc1 (stereo unspecified)
  -1, 0, -8, -2, 3, -7, ., -10, ., .
O=C(CSc1nccc(=O)[nH]1)NN(c1ccccc1)c1ccccc1
  10, -2, -13, 2, 4, 0, 1.2, -22, -0.3, 4

Complete entries, quoted from the list. Order of values: PrPC surface inh, SARS 3CLpro inh, CCHFV vOTU inh, Y pestis TopoI, Rv3671c protease, MazEF act, TcdB GH inh, VHR inh abs, Vc quorum ag, PriA SSB inh
Profile of `Cc1ccc2nsnc2c1S(=O)(=O)N1CCOCC1` = -29, -4, -10, -6, 0, -2, ., -8, -0.2, -12
Profile of `CC(C)OC(=O)NS(=O)(=O)c1cccc([N+](=O)[O-])c1` = -14, -6, 12, 3, 7, 1, 0.0, 4, -0.3, -6

Further results
Below each SMILES – PrPC surface inh, SARS 3CLpro inh, CCHFV vOTU inh, Y pestis TopoI, Rv3671c protease, MazEF act, TcdB GH inh, VHR inh abs, Vc quorum ag, PriA SSB inh
COc1ccc(Sc2ccc(NC(=O)c3cccc(Cl)c3)cc2C#N)cc1
  -8, ., -2, 3, ., ., 0.0, ., i, .
CCS(=O)(=O)c1nc(S(=O)(=O)c2ccc(C)cc2)c(N2CCC(O)CC2)s1
  4, 4, -1, 6, 1, 1, 1.2, 2, -2.1, -3
CSc1cccc(CNC(=O)C2CCC(=O)N(CCc3ccccn3)C2)c1 (stereo unspecified)
  6, 2, -5, 5, 4, 6, 1.1, 13, -0.6, 1
COc1ccccc1CNC(=O)C1CSC2(C)CCC(=O)N12 (stereo unspecified)
  -4, ., -4, -11, -1, 3, -0.6, ., i, -7
CCn1c(C(=O)N2CCC(C(=O)NCc3cccs3)CC2)cc2sccc21
  11, 1, -5, 23, -9, 16, 1.5, 42, 1.4, 6
CC1CCN(C(=O)CN(Cc2ccc(Cl)cc2)S(C)(=O)=O)CC1
  -3, 2, 8, -8, -7, -22, 2.2, 4, -0.3, -7
Cc1cc(C)c(S(=O)(=O)c2ccccc2)c(N2CCOCC2)n1
  4, -3, -5, -3, -6, 6, 0.7, 17, -0.1, -11
CCOC(=O)c1c(-c2ccc(Cl)cc2)c(C#N)c(=O)n(N)c1N
  10, -1, 11, 3, 1, 8, ., -9, 7.1, -9
COc1cccc(-c2cc(C(F)(F)F)n3ncc(C(=O)N4CCc5ccccc5C4)c3n2)c1
  -12, -7, -4, 3, -4, -7, 1.3, 1, 0.0, 5
CN(Cc1cccnc1)C(=O)CNC(=O)COc1ccccc1
  -6, 4, 1, 4, -18, 3, 2.4, 11, i, 0
Nc1nnc(-c2cccc(F)c2)s1
  11, -6, -6, -7, -8, 2, 0.7, 9, -0.7, -16
CCOC(=O)c1ccccc1NC(=S)N1CCC(C)CC1
  -4, 0, -18, 2, -3, 6, ., 1, -1.1, -15
CCC(=O)NC(=S)Nc1ccccc1C(F)(F)F
  1, -7, 11, -7, -4, -3, ., ., -0.3, -5
CC1CN(S(=O)(=O)c2ccc(C(=O)Nc3nccs3)cc2)CC(C)O1 (stereo unspecified)
  4, 1, 13, -6, -2, 7, 0.5, -3, -0.2, -11
Cc1ccsc1C(=O)OCC(=O)Nc1cccc(S(=O)(=O)N2CCOCC2)c1
  -1, 0, 14, -2, -1, 7, -0.3, 18, -0.3, 4

Additional compounds:
Letter code: A = PrPC surface inh; B = SARS 3CLpro inh; C = CCHFV vOTU inh; D = Y pestis TopoI; E = Rv3671c protease; F = MazEF act; G = TcdB GH inh; H = VHR inh abs; I = Vc quorum ag; J = PriA SSB inh
CCCC1=C([O-])C2N=CC=CC2=[N+](c2ccccn2)C1=O (stereo unspecified)
  A: -5	B: 2	C: 11	D: -5	E: -1	F: 2	G: .	H: -12	I: -1.6	J: 3

CC(NC(=O)C1CC1)C(c1cccs1)N1CCOCC1 (stereo unspecified)
  A: 18	B: 4	C: -2	D: 0	E: 10	F: 3	G: 0.5	H: 13	I: 0.0	J: 2

CCOC(=O)c1c(C)nc(C)c(C(=O)OCC)c1-c1ccc(O)c(OC)c1
  A: 1	B: 1	C: 4	D: 4	E: -5	F: 7	G: 1.4	H: 3	I: -0.4	J: -7

CC(C)N(C(=O)CN1C(=O)NC(c2ccccc2)(c2ccccc2)C1=O)C(C)C
  A: -7	B: 4	C: 7	D: -2	E: 2	F: 7	G: -1.3	H: 19	I: -0.4	J: -8

O=C(NCC(=O)N1CCN(c2ccccc2O)CC1)c1ccc2ccccc2c1
  A: 10	B: 3	C: 24	D: 15	E: -7	F: 8	G: 0.3	H: 14	I: 9.8	J: -13

O=C(NC(=S)Nc1cccc(O)c1)c1cncc(Br)c1
  A: -5	B: .	C: -4	D: 4	E: 3	F: 4	G: 0.9	H: .	I: -1.2	J: 1

CC(C)CCN1C(=O)c2ccccc2C1C(=O)NCc1cccnc1 (stereo unspecified)
  A: -1	B: -5	C: -1	D: 2	E: -7	F: 5	G: .	H: 12	I: i	J: 1

O=c1[nH]c(C2CCN(S(=O)(=O)c3ccccc3C(F)(F)F)CC2)nc2c1nnn2Cc1ccccc1
  A: -6	B: 12	C: 0	D: 28	E: -2	F: -2	G: 0.7	H: 12	I: -0.8	J: 1

CC(OC(=O)C1=COCCO1)C(=O)NC1CCCCC1C (stereo unspecified)
  A: -4	B: .	C: -11	D: 6	E: -7	F: 1	G: -1.8	H: .	I: -0.4	J: 8

COc1cc(C(=O)OCC(=O)Nc2cc(S(=O)(=O)N3CCOCC3)ccc2C)ccc1OCC(C)C
  A: 5	B: .	C: 4	D: 31	E: -3	F: -9	G: 0.4	H: .	I: i	J: 11

O=C(CC1C[C@H](C(=O)N2CCOCC2)[C@@]2(CCC3CCCC3)c3[nH]c4ccccc4c3CCN2C1=O)NCC12CC3CC(CC(C3)C1)C2 (stereo partly specified)
  A: -4	B: .	C: 17	D: 27	E: 8	F: -6	G: 1.7	H: .	I: i	J: -1

Cc1ccc2cc(/C=N/NC(=O)CN3CCOCC3)c(Cl)nc2c1
  A: -46	B: -7	C: 23	D: 2	E: 2	F: -1	G: .	H: 4	I: i	J: .

COc1ccc(CNC(=O)CN(C(=O)c2snc(C(N)=O)c2N)c2cccc(F)c2)cc1
  A: -9	B: -5	C: -3	D: 7	E: 2	F: 6	G: 1.4	H: 26	I: -0.1	J: -8

Cc1ccc(NC(=S)N2CCN(S(=O)(=O)c3ccc(C)cc3)CC2)cc1
  A: 0	B: -3	C: 6	D: 18	E: .	F: -2	G: 1.4	H: 15	I: i	J: -13

Cc1ccc(C)c(NC(=O)CN(C)C(=O)c2cccc(S(=O)(=O)N3CCCC3)c2)c1
  A: -6	B: .	C: 7	D: 10	E: .	F: -1	G: 1.4	H: .	I: -0.3	J: -6

CCOC(=O)C(=O)NNc1ccccc1C
  A: 3	B: 1	C: -1	D: -2	E: -2	F: 1	G: -8.4	H: 0	I: i	J: -10

COC(=O)C1=C(C)N(c2ccccc2)/C(=C/c2cccs2)C1=O
  A: .	B: -1	C: .	D: 7	E: 8	F: 2	G: 0.8	H: 3	I: 1.7	J: -3

COc1ccccc1C(=O)Nc1nnc(SCC(=O)NCc2ccco2)s1
  A: .	B: 1	C: .	D: 18	E: -2	F: 3	G: .	H: 0	I: i	J: -13
